Bioassay records deposited in PubChem BioAssay by several laboratories.
NRP1-CendR mod = NRP-1/CendR interaction modulation; O14786; FAM-RPARPAR peptide binding to NRP-1, fluorescence polarization; inhibition, % at 25 µM; hit rate 0.85% among 360,000; AID 602438;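 active = inhibition or corrected inhibition above about 18%, plus a signal ratio from 0.5 to 1.5, limit read from the data, passing the limit was not always enough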; note: strong numbers were not always called active
Target sequence (O14786 whole entry, looked up): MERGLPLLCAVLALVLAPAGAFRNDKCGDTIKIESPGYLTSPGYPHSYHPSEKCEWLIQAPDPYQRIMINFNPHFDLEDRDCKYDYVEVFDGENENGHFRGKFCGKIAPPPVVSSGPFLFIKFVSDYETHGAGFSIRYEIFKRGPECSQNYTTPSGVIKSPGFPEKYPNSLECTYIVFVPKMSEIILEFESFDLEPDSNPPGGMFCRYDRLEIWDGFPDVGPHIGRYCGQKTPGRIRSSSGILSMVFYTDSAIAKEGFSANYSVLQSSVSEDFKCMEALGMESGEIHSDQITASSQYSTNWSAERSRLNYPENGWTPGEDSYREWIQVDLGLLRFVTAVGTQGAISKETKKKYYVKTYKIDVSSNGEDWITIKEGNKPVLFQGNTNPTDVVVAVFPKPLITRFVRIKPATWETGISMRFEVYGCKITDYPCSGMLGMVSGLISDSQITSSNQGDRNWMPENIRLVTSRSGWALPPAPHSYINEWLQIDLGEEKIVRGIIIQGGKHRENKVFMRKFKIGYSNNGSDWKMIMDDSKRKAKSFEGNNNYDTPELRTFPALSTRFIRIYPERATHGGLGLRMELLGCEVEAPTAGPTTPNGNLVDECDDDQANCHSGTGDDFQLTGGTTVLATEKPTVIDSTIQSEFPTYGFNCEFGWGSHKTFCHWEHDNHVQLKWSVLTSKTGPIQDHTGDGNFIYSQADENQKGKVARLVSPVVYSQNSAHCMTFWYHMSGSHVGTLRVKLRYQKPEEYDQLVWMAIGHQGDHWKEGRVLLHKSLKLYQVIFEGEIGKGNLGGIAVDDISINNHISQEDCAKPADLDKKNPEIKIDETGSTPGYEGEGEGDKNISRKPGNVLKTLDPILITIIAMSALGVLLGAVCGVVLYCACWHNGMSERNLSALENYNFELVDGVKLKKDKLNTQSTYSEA
PABP1 MLLE inh = inhibitors of microRNA-mediated deadenylation, human PABP1 MLLE binding. P11940. GST-MLLE / FITC-PAM2 fluorescence polarization. inhibition, % at 20 µM. hit rate 0.36% among 360,000. AID 588489; in the data active = inhibition above about 35%, passing the limit was not always enough;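 note: plate controls were DMSO wells with GST-MLLE for no effect and wells lacking GST-MLLE protein for full effect; some results filed as inactive read as strong as hits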
MsrA inhibitor = bovine MsrA inhibition; inhibition, % at 15.5 µM; hit rate 0.75% among 360,000; purified bovine MsrA, absorbance read-out; in the data active = inhibition above about 4.5%;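 note: 0% = vehicle wells with enzyme and 100% = reference inhibitor wells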
TbMetRS inhib = Trypanosoma brucei MetRS inhibition; purified T. brucei MetRS, ATP depletion, Kinase-Glo luminescence; inhibition, % at 11.9 µM; hit rate 0.4% among 360,000;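 active = inhibition above a per-plate cutoff of the control wells' mean inhibition plus 3 SD, cut at about 5.5% in these data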;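 note: 0% = DMSO wells median and 100% = median of wells with control inhibitor compound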
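Dosing: 11.9 µM compound single dose, 0.9% DMSO; Assay system: purified T. brucei MetRS enzyme; Measured by: Kinase-Glo luciferase luminescence reporting remaining unconsumed ATP; Schedule: 15 min plus 2 h at 25 °C.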
MT1-MMP act inh = inhibitors of human MT1-MMP activation. GFP/RFP ratio change, % at 20 µM. P50281. hit rate 0.061% among 360,000. HT1080 RFP-PRO-GFP cells, GFP/RFP ratio fluorescence, overnight; percent of plate control window, DMSO zero;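 active = GFP/RFP ratio change of at least 30% with cell ATP level not reduced by more than half and red fluorescence within 50% of control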; note: strong numbers were not always called active
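Assay system: HT1080 RFP-PRO-GFP cells | Dosing: 20 µM single dose, 1% DMSO | Incubation: Cells overnight before dosing, compound overnight, 37 °C, 5% CO2 | Evaluation: GFP/RFP fluorescence ratio | Control set: DMSO-only wells and HT1080 RFP-L50D-GFP cell wells as references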
eLon inh = inhibitors of E. coli Lon protease; P0A9M0; purified E. coli Lon protease, fluorescence polarization; inhibition, % at 7.94 µM; hit rate 0.42% among 360,000; in the data active = inhibition above about 13%, passing the limit was not always enough;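 note: 0% = enzyme with probe and DMSO and 100% = no enzyme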
SKN-1 inh = inhibitors of C. elegans SKN-1; hit rate 0.49% among 360,000; C. elegans VP596 Pgst-4::GFP/RFP ratio, acrylamide-induced, 24 h; inhibition, % at 21.8 µM;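 active = interference check ratio from 0.5 to 1.5 plus GFP to RFP signal ratio inhibition reaching or exceeding a fixed threshold, cut at about 30% in these data, passing the limit was not always enough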; note: some compounds called inactive have numbers as strong as hits
bovine MsrA act = activates bovine MsrA enzyme. purified bovine MsrA, absorbance read-out. activation, % at 10.6 µM. hit rate 0.3% among 360,000. AID 602163; in the data active = activation above about 7.5%;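 note: 0% = vehicle and 100% = reference activator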
FAS TE block = blocks the thioesterase domain of human fatty acid synthase | P49327 | hit rate 0.67% among 360,000 | AID 602261 | recombinant FAS-TE, OMFH fluorogenic substrate, fluorescence endpoint | inhibition, % at 15 µM;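 active = compounds whose normalised, plate-corrected inhibition of enzyme fluorescence in the single-dose primary screen is 50% or more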;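 note: 0% = DMSO with enzyme and 100% = substrate without enzyme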
An asterisk follows results filed as active; . = not tested or not shown. This is a random part of the collection; any-hit rate near 4%.

SMILES	NRP1-CendR mod	PABP1 MLLE inh	MsrA inhibitor	TbMetRS inhib	MT1-MMP act inh	eLon inh	SKN-1 inh	bovine MsrA act	FAS TE block
Cc1ccc2c(c1)NC(=O)C(CC(=O)NCCCN1CCN(c3cc(Cl)ccc3C)CC1)O2 (stereo unspecified)	-12	9	0.8	-0.9	6	-7	-1	-13	6
Cc1ccc(CNC(=O)C2CCCN(S(=O)(=O)c3cnc[nH]3)C2)cc1 (stereo unspecified)	-2	1	-1.1	-0.4	-3	7	-24	-2	-4
S=c1[nH]nc(COc2ccccc2)n1/N=C/C=C/c1ccccc1	0	-81	0.4	0.5	-1	-6	7	-1	-3
CN(C)S(=O)(=O)c1cccc(C(=O)c2nccn2C)c1	-12	-4	-0.9	-0.1	0	0	-8	-3	-2
O=S(=O)(Nc1ccc(-c2csc(-c3ccccc3)n2)cc1)c1ccc(F)cc1	1	6	0.7	-0.3	5	0	2	-9	58*
CCOC(=O)c1nnn(-c2nonc2N)c1COc1c(C=O)cccc1OC	8	-2	-1.2	-0.5	2	1	-22	0	-5
COc1cccc(NC(=O)N[C@@H](Cc2ccccc2)C(=O)O)c1	0	3	-0.2	-0.5	8	5	-6	-4	-8
CCOc1cccc(-c2nc3cc(C)ccc3o2)c1	-10	4	1.5	-0.8	9	-9	6	-5	1
CCOc1ccc(OCc2ccc(C(=O)NN)o2)cc1	8	-3	-0.4	-0.1	-1	4	6	-2	-2
CCC(CC)C(=O)NN(C(=O)c1ccncc1)C1CC(=O)N(c2ccccc2)C1=O (stereo unspecified)	2	7	0.1	0.2	2	-5	0	-4	-1
COc1ccc(OC)c(C(=O)CSc2nnc(-c3cccs3)n2C)c1	0	-14	-0.1	-0.3	0	-1	-15	0	-5
CCN(C(=O)COC(=O)/C(C#N)=C/c1ccc(OC)cc1)C1CCS(=O)(=O)C1 (stereo unspecified)	8	-4	2.5	-0.3	4	5	-5	-1	-10
Cc1cccc(NC(=O)/C=C/c2ccc([N+](=O)[O-])s2)c1	-18	-20	0.5	-0.4	-177	-22	-6	1	0
COc1ccc2[nH]cc(CCn3ccc(O)c(C/C=C/c4ccccc4)c3=O)c2c1	-6	3	0.6	-0.6	7	4	2	-9	4
C/C(N)=C(/C#N)C(=O)COC(=O)c1cccc(O)c1	0	8	1.1	-0.7	4	-4	1	-2	1
Cc1ccc([C@@H]2C[C@H]3[C@@H](CN2S(=O)(=O)c2ccc(C)cc2)C(=O)C[C@@H](c2ccc(Cl)cc2)N3S(=O)(=O)c2ccc(C)cc2)cc1	-9	10	0.6	-0.4	-2	-10	11	-5	14
CCC(C)Nc1nc(OC)nc(N(C)C#N)n1 (stereo unspecified)	-4	-14	-0.9	-0.2	-1	9	9	-2	2
CCN1CCN(CC(=O)c2ccc(OC)cc2)CC1	-16	-6	0.9	0.2	0	-5	-12	6	-6
CCN(CC)P(=O)(C(NC(=O)OC)C(F)(F)C(F)(F)C(F)(F)C(F)F)N(CC)CC (stereo unspecified)	0	12	0.1	-0.2	-6	-6	5	-4	-4
COc1cccc(-c2nc(CS(=O)CC(=O)NCCc3ccccc3)c(C)o2)c1 (stereo unspecified)	2	6	0.6	-0.5	2	-2	-16	-5	-6
CCOC(=O)N1CCN(C(=O)c2ccc(SC)cc2OC)CC1	-2	-2	-0.1	-0.6	-1	1	-18	-2	-5
CCOC(=O)c1c(C)nc2c3ccccc3ccn12	-9	-4	0.4	-1.0	1	-3	15	-9	-1
CC(C)COC(=O)/C(C#N)=C/c1cn(Cc2ccccc2)c2ccccc12	-13	-1	-0.8	-1.4	-10	-2	-5	-9	34
CCOCCC(=O)Nc1ccc2c(c1)c(=O)n(C)n2-c1ccccc1F	0	-5	0.3	-0.1	0	-6	-3	10*	-9
COc1ccc(N2CC(C(=O)Nc3nnc(SCC(=O)Nc4ccc(NC(C)=O)cc4)s3)CC2=O)cc1 (stereo unspecified)	-14	-4	-0.5	-0.4	2	0	-3	-7	-6
Cc1ccc(NC(=O)CSc2nnc(CNC(=O)c3ccco3)o2)cc1	-10	6	-1.2	-0.8	4	13	9	-2	-4
O=C(C1=NN[C@@H]2C(=O)N(c3cccc(C(F)(F)F)c3)C(=O)[C@H]12)c1ccc2ccccc2n1	-12	7	1.3	-0.1	2	-18	-2	-2	-15
Cc1nnc(SCC(=O)Nc2ccc3c(c2)OCO3)o1	0	4	-0.9	0.1	1	8	5	-1	-5
O=C(Nc1ccc(F)cc1)N1CCN(C/C=C/c2ccccc2)CC1	11	-6	-0.2	0.0	4	-4	-8	2	2
CCn1c(NC(C)=O)c(-c2ccccc2Cl)c(=O)c2ccccc21	-1	-10	3.8	-1.1	-7	28	10	-2	-2
COc1ccc(-c2nc(N)nc(C(F)(F)F)c2-c2csc(C)n2)c(O)c1	-4	5	1.8	-0.9	0	7	2	-8	-3
CCCC[n+]1c(-c2ccc(Cl)cc2Cl)csc1Nc1ccccc1	2	1	1.7	0.0	-5	6	4	-2	19
O=c1c2ccccc2nc(-c2ccco2)n1Cc1ccccc1	12	12	1.4	0.2	-8	3	30	-1	3
CCOCc1c(C(=O)Nc2ccc3nc(N4CCOCC4)sc3c2)oc2ccccc12	-3	-20	2.6	-0.4	9	-4	-4	-5	20
O=C1C2C(C(=O)N1/N=C/c1cc(Br)cc([N+](=O)[O-])c1O)C1C=CC2C12CC2 (stereo unspecified)	-14	1	2.1	-0.5	2	2	-8	0	-4
Cc1ccc(NS(=O)(=O)c2ccc(NC(=O)c3ccccc3C(=O)O)cc2)c(C)c1	1	4	-0.6	-0.3	2	9	4	-4	-7
O/N=C/c1cn(-c2ccc(Cl)cc2)nn1	8	12	0.7	0.8	2	5	1	-3	-7
CC(=O)Nc1ccc(OCC=C(Cl)Cl)cc1	-2	5	-1.0	0.8	11	3	-3	-1	-6
Cc1ccc2nc3c(cc2c1)c(NC(=O)c1ccco1)nn3CC(C)C	-9	-12	-0.1	0.5	2	-9	-2	-2	3
COc1cc(C2C(C(C)=O)=C(C)Nc3ncnn32)ccc1O (stereo unspecified)	-1	6	0.8	0.0	5	-5	13	2	-5
O=C(CNC(=O)c1ccccc1F)NNC(=O)c1ccccc1O	2	-5	1.3	-0.4	-3	2	14	-7	-3
Cc1cccc(NCc2ccccc2O)c1	9	11	-0.4	0.2	0	-1	18	-3	4
CCOc1ccccc1NC(=O)CSc1ccc(-c2ccco2)nn1	-3	20	0.6	0.2	0	0	3	0	4
COC(=O)c1c[nH]n2c(=O)c(C(C)C)c(C)nc12	-2	-6	-1.2	-0.5	-3	-3	12	-2	-1
Cc1cc(C(=O)NC2CC(C)(C)Cc3c2cnn3-c2ccc(F)cc2)no1 (stereo unspecified)	15	-4	0.4	-0.1	-4	1	-2	3	6
CCOC(=O)C1CCN(c2c(NCCCN(CC)c3ccccc3)c(=O)c2=O)CC1	12	-5	-1.0	-0.2	-5	-1	1	1	-2
O=C(CSc1nccc(=O)[nH]1)Nc1ccc(Oc2ccccc2)cc1	1	-23	0.1	-0.5	-2	-1	6	-2	-5
Cc1ccc(S(=O)(=O)N(Cc2ccc(C(F)(F)F)cc2)C(=O)N2CCN(C)CC2)cc1	3	13	1.3	-0.2	7	0	4	-2	-5
Cc1ccc2nc(-c3cccc(Br)c3)c(Cc3cccc(Cl)c3)n2c1	-14	-22	1.1	-0.5	-2	-10	18	-3	20
CCOC(=O)N1CCN(C(=O)CCN2C(=O)/C(=C\c3ccccc3OC)SC2=S)CC1	-43	2	.	-0.2	-4	-4	6	-1	-3
CCOC(=O)CSc1nc(C)cc(Oc2ccc(=O)n(C)n2)n1	3	1	-0.1	-1.0	-3	-6	-2	-7	-7
Cc1cc(NC(=O)CCC(=O)N(c2ccccc2)C2(C(=O)NC3CCCCC3)CCCC2)no1	10	-1	0.4	-0.4	-3	2	15	2	1
CCc1sc(NC(=O)c2cc3ccccc3oc2=O)nc1-c1cccs1	-3	-9	-0.9	0.2	-1	-6	-6	-4	5
Cc1ccc2cc(CN(CCN3CCCC3)C(=O)Nc3ccc(F)cc3)c(=O)[nH]c2c1C	-8	-13	2.2	-0.6	-4	-2	18	2	-5
NS(=O)(=O)c1ccc(CCNC(=O)c2nc(CS(=O)(=O)c3ccc(Cl)cc3)no2)cc1	-1	-3	-0.6	-0.5	2	-6	4	-1	-3
